From PubChem BioAssay
NPYLR7 agonist: activates Aedes aegypti NPYLR7 receptor; activation, % at 10 µM; hit rate 0.15% among 270,000; AID 1259423; HEK293T NPYLR7/Galpha15, GCaMP6s calcium fluorescence; in the data active = activation above about 40%;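 also: 0% = vehicle and 100% = reference agonist at the receptor; some compounds past the cut are filed as inactive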
hcGAS inh: inhibitors of human cGAS; AID 1259398; recombinant h-cGAS, ATP depletion, Kinase-Glo luminescence; inhibition, % at 12.5 µM; hit rate 0.081% among 290,000;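 also: 0% = vehicle reaction and 100% = reaction without DNA for no activity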
Target sequence (Q8N884 whole entry, looked up): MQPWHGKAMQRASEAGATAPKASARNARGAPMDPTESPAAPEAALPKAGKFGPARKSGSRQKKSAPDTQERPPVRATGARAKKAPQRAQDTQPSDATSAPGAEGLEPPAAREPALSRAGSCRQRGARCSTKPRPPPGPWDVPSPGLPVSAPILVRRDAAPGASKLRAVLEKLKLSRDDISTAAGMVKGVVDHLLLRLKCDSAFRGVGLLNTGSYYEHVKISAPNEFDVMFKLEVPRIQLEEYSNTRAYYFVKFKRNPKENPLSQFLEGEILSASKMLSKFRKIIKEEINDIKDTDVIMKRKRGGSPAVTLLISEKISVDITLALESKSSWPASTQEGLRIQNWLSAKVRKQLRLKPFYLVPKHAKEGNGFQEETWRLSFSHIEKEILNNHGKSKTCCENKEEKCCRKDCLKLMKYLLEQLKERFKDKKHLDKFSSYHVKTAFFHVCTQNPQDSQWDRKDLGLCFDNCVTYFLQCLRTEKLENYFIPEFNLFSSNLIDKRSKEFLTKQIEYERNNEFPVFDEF
mcGAS lum: blocks mouse cGAS activity; Q8C6L5; recombinant cGAS, Kinase-Glo ATP depletion luminescence; inhibition, % at 12.5 µM; hit rate 0.15% among 160,000;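 also: 0% = negative control wells and 100% = reference inhibitor with no enzyme activity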
Active calls of the source: *; . = not tested or not shown; & = joins results of further samples. Rule as the data show it, unless noted: active = inhibition above about 40%; inactive = the rest.

Under each structure: NPYLR7 agonist, hcGAS inh, mcGAS lum
COc1cccc(-c2cc(C(=O)N3CC4(C)CC3CC(C)(C)C4)n(-c3ccccc3Cl)n2)c1 (stereo not given)
  0, -4, 2
CC(C)c1cc(C(=O)N2CCCC(C(=O)c3ccc4ccccc4c3)C2)on1 (stereo not given)
  0, -7, -5
COc1ccccc1N1CCC(NC(C)c2cnn(-c3ccccc3)c2C)CC1 (stereo not given)
  13, -15, -13
COc1cc(OC)cc(C(=O)NC2CCCC(C)C2C)c1 (stereo not given)
  0, 2, -3
Cc1ccc(C(=O)Nc2ccc(N3CCC(NCc4ccc(C)o4)CC3)cc2)c(C)c1
  17, -9, -11
Cn1c2ccccc2n2c(=N)c3cc4ccccc4nc3c(C#N)c12
  -3, -7, .
CCC(C)NC(=O)c1nn(-c2ccc(C(C)C)cc2)c(=O)n(Cc2ccccc2C)c1=O (stereo not given)
  -1, -8, -6
COC(=O)c1ccc(-c2noc(CN3CCSCC3)n2)cc1
  6&-1, -3&3, -3
COc1ccc(OC)c(C(=O)CSc2nnc(-c3ccc(F)cc3)n2-c2ccc(C)cc2)c1
  5, -2, -8
CCOC(=O)[C@@H]1[C@@H](O)C(=O)N(Cc2ccccc2)C12CCN(C(=O)c1ccccc1OCC)CC2
  24, 1, -5
C=CCN1C(=O)NC(c2cc(OC)cc(OC)c2)C2=C1CN(C1CC1)C2=O (stereo not given)
  3, -7, -6
CN1CCC(NC(=S)N(Cc2ccco2)c2ccccc2)CC1
  2, -5, .
COc1ccc(-c2nn(-c3ccccc3)cc2CN2CCOCC2)c(F)c1
  5, -4, .
COC(=O)c1sccc1S(=O)(=O)Nc1ccc(OC)cc1
  -5, 3, 0
Cc1ccc(NC(=O)CSCC(=O)N2CCCCC2C)cc1 (stereo not given)
  0, -15, -7
CCCc1ccc(-c2ccc(C(=O)Nc3nnc(C)s3)cc2)nc1
  3, 0, 2
Cc1cc(C)c(S(=O)(=O)N2CCC(C(N)=O)CC2)c(C)c1
  10, -6, -7
CC(C)Cn1c(CN(C)CC2(c3ccccc3)CC2(C)C)cnc1S(C)(=O)=O (stereo not given)
  4, -11, .
CC(C)Cc1noc(C2CCCN(C(=O)c3c(O)cccc3O)C2)n1 (stereo not given)
  -3, -5, -16
CC(C)COc1nc(-c2ccc(Cl)c(Cl)c2)n(-c2cccc(N)c2)n1
  -5, 2, -2

Under each structure: NPYLR7 agonist, hcGAS inh, mcGAS lum
O=C(Cc1csc(NC(=O)c2ccsc2)n1)NCCn1nc(-c2ccco2)ccc1=O
  5, -7, .
CC(C)NC(=O)C(=O)N1CCNCC1
  5, 0, .
O=C1NC(=Nc2ccccc2)SC1Cc1cccc([N+](=O)[O-])c1 (stereo not given)
  -6, -1, -4
Cc1cccc(-c2cc(N)n(-c3ccc(C(=O)NC4CCCC(C)C4)cc3)n2)c1 (stereo not given)
  15, -3, -5
COC(=O)c1sccc1S(=O)(=O)Nc1cc(Cl)ccc1OC
  3, -15, .
Cc1ccccc1C(=O)NC1(C(F)(F)F)C(=O)Nc2c1c(=O)[nH]c(=O)n2CCc1ccccc1 (stereo not given)
  -9, -4, .
CCOC(=O)C1(O)Oc2cc(OC)cc(OC)c2C(=O)C1c1ccccc1 (stereo not given)
  -10, -3, -3
O=C(O)COc1ccc(Cl)cc1CN1CCC2(CCOCC2)CC1
  3, -4, .
CCC(CNS(=O)(=O)c1ccc(F)cc1Cl)c1ccccc1 (stereo not given)
  1, -5, .
Cc1ccc(S(=O)(=O)N2CCN(c3ccc([N+](=O)[O-])cn3)CC2)c(C)c1
  3, -4, .
CCCc1c(C(=O)N2CCC(C(=O)N3CCCC3)CC2)[nH]c(C)c1C(C)=O
  -4, 0, -3
CCc1ccc(-n2c(Cc3cccnc3)n[nH]c2=O)cc1
  6, -4, -16
COc1cc(C(=O)Nc2cc(C3CC3)nn2-c2nc(C)cc(=O)[nH]2)cc(OC)c1OC
  2, -7, .
CC(C)CN(Cc1cccn1Cc1ccccc1Cl)C(=O)CN(C(=O)/C=C/c1ccccc1)C(C)C
  -8, 3, 0
COC[C@H]1CCCN1C(=O)COc1c(C)ccc(C)c1C
  -5, 1, -9
Cc1cc(C(=O)N2CCC(C(=O)Nc3cccc(-c4cccc(Cl)c4)c3)CC2)n[nH]1
  -7, -8, -6
Cc1cccc(N2CCC(N3C[C@H]4C[C@H](O)[C@H](O)C[C@H]4C3)CC2)c1C
  -2, 5, .
Cc1ccc2nc(N3CCCCC3)c(C=C3SC(=S)N(Cc4ccco4)C3=O)c(=O)n2c1
  4, -5, -8
CCc1nc(C(C#N)C(=O)/C=C/c2ccc(NC(C)=O)cc2)sc1C (stereo not given)
  2, 2, .
Cc1ccc(-c2[nH]c3ccccc3c2SCCN)cc1
  -8, -8, -6

Under each structure: NPYLR7 agonist, hcGAS inh, mcGAS lum
CCCc1cc(NCC2(N(C)C)CCSC2)nc(C)n1 (stereo not given)
  15, -10, .
CCN(CC)CCCC(C)NC(=O)c1ccc(CSc2nc(Cl)cc(N3CCOCC3)n2)cc1 (stereo not given)
  -4, -6, -5
CC(C)CNC(=O)Nc1c[nH]c2ccccc12
  -4, 1, -1
C=CC[C@@H]1CC=C[C@@H](C)N1C(=O)Cn1cc(C)c(=O)[nH]c1=O
  6, -3, .
Cc1nn(Cc2ccccc2Cl)c(C)c1C(=O)NN1CCCCC1
  -22, -4, .
CC(C)CCSc1nnc2[nH]c(=O)cc(N)n12
  7, -12, .
Cn1cccc1C(=S)N=P(N1CCOCC1)(N1CCOCC1)C(C)(C)C
  -4, -6, .
Cc1ccc(C(CNC(=O)c2cnn3c2CCCC3)N2CCOCC2)o1 (stereo not given)
  3, -3, -11
CCC(C)N1C(=O)C(Cc2ccccc2)NC12CCN(C(=O)NC(C)(C)C)CC2 (stereo not given)
  5, 4, .
Cc1nnc(SCc2ccccn2)c2c1cnn2-c1ccc(F)cc1
  -18, -7, -16
Cc1cc(C)[n+]2n1C(=O)C(c1ccccc1)C2=O (stereo not given)
  4, -5, .
Nc1ccc2c(c1)C(=O)NCC2
  -4, -8, .
Cc1nc(CN(C)C(=O)c2ccc(C)c(NC(=O)C3CCCC3)c2)no1
  -2, -7, .
CC1C(=O)N(c2ccc(Br)cc2)CCN1C(=O)C1CCC1 (stereo not given)
  1, 1, 1
Cc1cccc(C(=O)N(C)CC(C)(C)CNC(=O)OC(C)(C)C)n1
  1, -9, .
Cc1nn(C)c(C)c1-c1ccnc(NCc2scnc2-c2ccccc2)n1
  5, -8, -8
CC1C(=O)N(c2ccc(F)cc2F)CCN1C(=O)C(C)(C)C (stereo not given)
  20, -9, -5
CCOC(=O)CCC(=O)N1CCN(CC(OCc2cccc(OC)c2)c2ccc(Cl)cc2)CC1 (stereo not given)
  ., -5, -6
Cc1cc(Oc2ccc(Br)cc2)n2ncnc2c1
  7, -7, -9
CN(C)CCN1CCN(c2cc(-c3ccc(C(C)(C)C)cc3)nc3ccnn23)CC1
  -1, -7, .

Under each structure: NPYLR7 agonist, hcGAS inh, mcGAS lum
COc1cc(NCc2nccn2Cc2ccccc2)ncn1
  7, -5, -17
CCOC(=NC1CC1)NC(=O)c1ccc(Cl)c(Cl)c1
  -5, -8, -5
Cc1ccc2nc(C3CCCN3C(=O)c3cn(CCC4CCCCC4)nn3)[nH]c2c1 (stereo not given)
  13, -4, -10
CCCOc1nn(CCC)cc1C(=O)Nc1ccc(C(C)C)cc1
  5, 2, -5
COCc1c(Br)c(C)nc(OCC(=O)N/N=C\c2ccc(-c3ccc(I)cc3)o2)c1C#N
  4, -6, -6
Cc1c(C(=O)N(C)Cc2ccc(F)cc2)sc(=O)n1CCc1ccccc1
  -1, -3, .
CCc1nc2n(n1)C(=O)C(C(c1cccc(C)c1)N1CCCCC1)S2 (stereo not given)
  -3, -1, -6
Cc1ccc(Nc2nnc(C(C)(C)C)c(=O)[nH]2)cc1
  1, -2, .
Cc1cnc(C)c(N2CCN(Cc3nc(-c4ccc5c(c4)OCO5)no3)CC2)n1
  17&3, -6&2, .
CCOC(=O)NC(O)C(Br)(Br)Br (stereo not given)
  -5, -5, .
CN(NC(=O)C1CC12c1ccccc1-c1ccccc12)c1ccccc1 (stereo not given)
  -4, -8, -1
Cc1ccc2c(c1)[C@H]1OCC[C@H]1[C@@H](c1ccncc1)N2
  -1, -7, .
CC(=O)Nc1ccc(Cl)c(C(=O)NC(CCn2ccnc2)c2ccccc2)c1 (stereo not given)
  4, -5, .
CC1CCCN(C2c3ccccc3-c3ccccc32)C1 (stereo not given)
  1, -7, .
CC(C)(C)OC(=O)N1CCC(c2ccc(C(F)(F)F)cc2)C(O)C1 (stereo not given)
  -4, -9, .
c1ccc2c(NCC3CCCO3)ncnc2c1 (stereo not given)
  5, 0, -4
COc1cc(C(=O)N2CCN(C3C4CC5CC(C4)CC3C5)CC2)cc(OC)c1OC (stereo not given)
  ., -11, -5
Cc1nc(N2CCN(C)CC2)[nH]c(=O)c1CCC(C)C
  ., 3, -7
Cc1ccnc(SCc2cc(=O)c(OC(=O)c3cccc([N+](=O)[O-])c3C)co2)n1
  -18, -5, 4
Cc1ccc(NC2=CC(=O)c3sc(C)nc3C2=O)cc1
  7, 3, .

SMILES,NPYLR7 agonist,hcGAS inh,mcGAS lum
Oc1cccc(CN[C@@H]2c3ccccc3C[C@@H]2O)c1,-6,-12,-16
O=c1[nH]cnc2c1sc1ncccc12,5,8,.
Cc1nc(CN(C)Cc2csc(-c3ccccc3)n2)co1,4,-16,.
CCCc1cnc(C)nc1N1CCC2(CCCO2)CC1,7,-5,.
O=C1CCC2(CCN1)CCN(C(=O)CCN1C(=O)COc3ccccc31)CC2,2,-4,-15
CSc1cccc(CN(C(=O)c2cnccn2)C(C)C)c1,17,-6,.
COc1ccc(C2=NOC(CN(Cc3ccccc3Cl)CC(O)COCc3ccccc3)C2)cc1 (stereo not given),-1,-6,-6
COc1cccc(C(=O)N(Cc2cc(Cl)ccc2OCc2nc(CO)cs2)C(C)c2ccccc2)c1 (stereo not given),11,-6,-6
COc1ccc(NCc2ccc(OC)c(Br)c2)cn1,86*,-13,-9
O=C(CSc1ccccc1)N1CCCN(C(=O)CN2CCc3sccc3C2c2cccc(F)c2)CC1 (stereo not given),16,-3,-4
CCCN(CC(=O)N1CCc2sccc2C1COc1ccc(Cl)c(C)c1)C(=O)c1cccc(Cl)c1 (stereo not given),20,-10,-5
Cc1ccsc1CN(Cc1cccnc1N1CCOCC1)CC(C)C,-6,-5,-12

2 of these compounds in another layout:
CCCc1cnc(C)nc1N1CCC2(CCCO2)CC1
  NPYLR7 agonist: 7
  hcGAS inh: -5
  mcGAS lum: .
O=C1CCC2(CCN1)CCN(C(=O)CCN1C(=O)COc3ccccc31)CC2
  NPYLR7 agonist: 2
  hcGAS inh: -4
  mcGAS lum: -15

(next part)
SMILES,NPYLR7 agonist,hcGAS inh,mcGAS lum
O=C(C1CCCCC1)N1CC[C@@H](N2CCN(CCc3ccccc3)CC2)[C@H](O)C1,1,4,.
Fc1ccccc1Cc1noc(CN2CCCN(c3ncccn3)CC2)n1,8&0,-8&1,-2
Cc1c(C(=O)N2CC3(C)CC2CC(C)(C)C3)cc(-c2ccc(Cl)cc2)n1-c1ccc(F)cc1 (stereo not given),10,-4,-4
CCNC(=O)NC(=O)COC(=O)CN(CC)c1ccccc1,12,-6,.
CCn1c(SCC(=O)Nc2ccc(OC)cc2OC)nc2c([nH]c3ccccc32)c1=O,0,-4,-6
O=C(NCC1CCOCC1)C1=COC2=NC(=O)N(Cc3ccccc3)CCN12,0,-7,.
Fc1cccc(CN(CC2CCN(C3CCCC3)CC2)CC2CCCO2)c1 (stereo not given),17,-10,-13
C=CCN(C)C(=O)CCSCc1ccc(F)cc1,-1,-5,.
CCN1CCCN(C(=O)C2CC2)CC12CCOCC2,.,-10,-5
Cc1cccc2[nH]c(CN(C)[C@H]3CN(S(=O)(=O)c4ccccc4)C[C@@H]3O)nc12,2,-5,.
CCOC(=O)CCC(=O)N1CCN(C(C(=O)Nc2ccc(C(C)C)cc2)C2CCCC2)CC1 (stereo not given),-4,1,0
COc1cc(C=NNC2=NCCCCC2)cc(OC)c1OC,-1,-3,.
CCOC(=O)C1(CC2CC2)CCN(C(=O)c2cc(-c3ccccc3)n[nH]2)CC1,4,-8,-11
O=C(c1nc2ccccn2c1CNCCc1ccccc1F)N1CCOCC1,9,-3,.
CCc1cc(=O)n(CC(=O)NC2CCCC2)c(N2CCOCC2)n1,.,-12,-6

A portion from the list above:
SMILES,NPYLR7 agonist,hcGAS inh,mcGAS lum
CN(C)CCN1CCN(c2cc(-c3ccc(C(C)(C)C)cc3)nc3ccnn23)CC1,-1,-7,.
COc1cc(NCc2nccn2Cc2ccccc2)ncn1,7,-5,-17
CCOC(=NC1CC1)NC(=O)c1ccc(Cl)c(Cl)c1,-5,-8,-5

Random draw from the library. Share with any hit: about 0.29%.
